From PubChem BioAssay
Keap1-Nrf2 PPI: Keap1-Nrf2 protein-protein interaction inhibitors, primary screen, biochemical, fluorescence polarization, single point. Kelch-like ECH-associated protein 1 (Homo sapiens), Q14145. Keap1 Kelch-Nrf2 peptide fluorescence polarization, 1536-well. inhibition, % at 9.4 µM. 0.15% of 340,000 active; in the data active = inhibition above about 12%;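 also: human Keap1 Kelch domain with fluorescein labeled Nrf2 9mer peptide probe; 0% = neutral control wells and 100% = peptide positive control; higher means more block of Keap1 binding to Nrf2 peptide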
Target sequence (Q14145 whole entry, looked up, the tested form may be a part): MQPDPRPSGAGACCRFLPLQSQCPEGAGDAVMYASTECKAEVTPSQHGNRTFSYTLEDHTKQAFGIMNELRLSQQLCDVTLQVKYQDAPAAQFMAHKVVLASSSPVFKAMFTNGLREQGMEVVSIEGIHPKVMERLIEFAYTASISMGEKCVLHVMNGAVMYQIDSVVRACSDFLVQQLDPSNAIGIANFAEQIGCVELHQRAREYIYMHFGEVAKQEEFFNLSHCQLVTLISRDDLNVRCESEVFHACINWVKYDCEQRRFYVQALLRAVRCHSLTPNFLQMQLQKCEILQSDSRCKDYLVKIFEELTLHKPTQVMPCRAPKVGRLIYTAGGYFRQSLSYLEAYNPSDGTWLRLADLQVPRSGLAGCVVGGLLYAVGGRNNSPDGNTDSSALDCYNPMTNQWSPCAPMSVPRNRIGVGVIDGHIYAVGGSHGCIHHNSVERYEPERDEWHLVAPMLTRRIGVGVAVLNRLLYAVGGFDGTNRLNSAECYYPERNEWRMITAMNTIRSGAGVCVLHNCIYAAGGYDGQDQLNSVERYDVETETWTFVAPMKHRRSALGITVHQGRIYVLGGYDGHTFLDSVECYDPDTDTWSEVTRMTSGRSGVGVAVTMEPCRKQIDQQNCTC
HTR5A inv ctr: HTR5A inverse agonists in luminescence cell assay, primary screen, counter-screen for OPRM1-OPRD1 heterodimer inverse agonist project, full-deck HTS; AID 504634, 2011; inhibition, % at 9.3 µM; 0.083% of 340,000 active; 5-hydroxytryptamine receptor 5A (Homo sapiens), P47898; HTR5A cell line, inverse agonism; in the data active = inhibition mostly above about 23%, no sharp cut-off; inactive = mostly below about 18%;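 also: 0% = cells with DMSO and 100% = no-cell wells with DMSO; some compounds called inactive have numbers as strong as hits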
Target sequence (P47898 whole entry, looked up): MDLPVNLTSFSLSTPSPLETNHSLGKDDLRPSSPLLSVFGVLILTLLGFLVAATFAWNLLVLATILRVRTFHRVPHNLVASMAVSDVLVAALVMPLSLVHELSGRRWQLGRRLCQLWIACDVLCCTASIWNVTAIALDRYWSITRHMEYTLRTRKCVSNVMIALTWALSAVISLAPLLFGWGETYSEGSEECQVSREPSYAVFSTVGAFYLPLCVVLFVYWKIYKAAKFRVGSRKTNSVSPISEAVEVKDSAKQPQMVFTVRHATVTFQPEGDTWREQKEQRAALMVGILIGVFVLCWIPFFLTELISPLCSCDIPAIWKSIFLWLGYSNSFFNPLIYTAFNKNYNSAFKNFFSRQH
MOR-DOR inv ag: inverse agonists of MOR-DOR heterodimerization, primary screen, cell-based, luminescence. Mu-type opioid receptor (Homo sapiens) + Delta-type opioid receptor (Homo sapiens), …. cell-based MOR-DOR heterodimer luminescence, inverse agonism. inhibition, % at 9.3 µM. 0.21% of 340,000 active; in the data active = inhibition above about 22%, passing the limit was not always enough;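 also: 0% = cells with DMSO and 100% = wells without cells with DMSO; values of inactives mirror those of a sister screen read the other way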
CAL PDZ FP: untagged CAL PDZ binding inhibitors, primary screen, biochemical, fluorescence polarization, HTS. 0.92% of 300,000 active. AID 602252, 2012. purified CAL PDZ, TMR-peptide fluorescence polarization, 1 h. inhibition, % at 24.9 µM. Golgi-associated PDZ and coiled-coil motif-containing protein (Homo sapiens), Q9HD26;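 active = mean inhibition of at least 30% with at least half of replicates also reaching 30%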;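 also: 0% = DMSO neutral control and 100% = excess unlabeled competitor peptide PRC23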
LANA DNA inh: inhibitors of KSHV C-LANA binding to DNA, primary screen, biochemical, fluorescence polarization, FAM-LBS DNA, MBP-C-LANA, single point; inhibition, % at 9 µM; 0.078% of 340,000 active;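 active = highest replicate inhibition at or above 60% at 9 µM, even if other replicates fall short; inactive = all replicates below 60% inhibition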;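 also: 0% = neutral control wells and 100% = 4 µM acridine orange control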
MOR-DOR ag: agonists of OPRM1-OPRD1 heterodimerization, primary screen, cell-based, luminescence | Mu-type opioid receptor (Homo sapiens) + Delta-type opioid receptor (Homo sapiens), … | cells | activation, % at 9.3 µM | 0.3% of 340,000 active | AID 504326, 2011; in the data active = activation above about 18%;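 also: 0% = vehicle-treated cells and 100% = reference agonist; values of inactives mirror those of a sister screen read the other way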
V-ATPase pH: regulators of yeast V-ATPase proton pumping, primary screen, pHLuorin cytosolic pH fluorescence; S. cerevisiae; response, % at 10 µM; 0.37% of 350,000 active; AID 504577, 2011; in the data active = response mostly above about 7.3%, no sharp cut-off; inactive = mostly below about 5.4%; also: actives read high; inactives centre near 0; some compounds called inactive have numbers as strong as hits; reference of the scale not given here
cardiac RTF act: cardiac RTF calcium sensitivity activators, primary screen, biochemical, IANBD-TnC fluorescence, EC20 calcium; Troponin I, cardiac muscle (Homo sapiens) + Troponin T, cardiac muscle (Homo sapiens) + …; IANBD-labeled TnC RTF fluorescence at EC20 calcium; 0% EC20 calcium, 100% full calcium; activation, % at 7.2 µM; 0.24% of 340,000 active;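 active = activation above the mean over all tested compounds plus 3 SD, cut at about 30% in these data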;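 also: rise in fluorescence read as greater calcium sensitivity of cardiac thin filaments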
HTR5A ag: HTR5A agonists in luminescence cell assay, primary screen, counter-screen for OPRM1-OPRD1 heterodimer agonist project, full-deck HTS; cell-based; 0.61% of 340,000 active; activation, % at 9.3 µM; in the data active = activation mostly above about 9.5%, no sharp cut-off; inactive = mostly below about 7.6%;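 also: 0% = cells with vehicle only and 100% = reference agonist; strong numbers were not always called active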
RTF Ca sens inh: cardiac RTF calcium sensitivity inhibitors, primary screen, biochemical, IANBD-TnC fluorescence, EC70 calcium. Troponin I, cardiac muscle (Homo sapiens) + Troponin T, cardiac muscle (Homo sapiens) + …. IANBD-labeled cardiac RTF, Ca2+ fluorescence. inhibition, % at 7.15 µM. 0.12% of 340,000 active;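 active = inhibition above the mean inhibition of all tested compounds plus 3 SD, cut at about 17% in these data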;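 also: assay run at fixed EC70 calcium of 1.6 mM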
Numbers without * were called inactive; . = no result given.

| cpd | Structure | V-ATPase pH | MOR-DOR ag | MOR-DOR inv ag | Keap1-Nrf2 PPI | LANA DNA inh | HTR5A ag | RTF Ca sens inh | cardiac RTF act | CAL PDZ FP | HTR5A inv ctr |
| --- | --- | --- | --- | --- | --- | --- | --- | --- | --- | --- | --- |
| 1 | COC(=O)c1c(N2C(=O)CC(Sc3ccccc3C(=O)O)C2=O)sc(C)c1C (stereo not drawn) | -2 | -1.4 | 7 | -11 | 0.2 | 2 | -4 | -2 | -2 | -6 |
| 2 | CC1CN(C(=O)c2cc3cc([N+](=O)[O-])ccc3s2)CC(C)O1 (stereo not drawn) | -3 | -3.2 | 15 | -4 | 1.8 | -4 | 0 | -6 | -1 | 12 |
| 3 | CCSc1nc2cc(S(=O)(=O)N3CCOCC3)ccc2o1 | 1 | -3.0 | 12 | -1 | 0.2 | 1 | 4 | 4 | 7 | -28 |
| 4 | C/C(=N\Nc1ccc(S(N)(=O)=O)cc1[N+](=O)[O-])c1cccs1 | 2 | 0.1 | 0 | 2 | 0.2 | -1 | -2 | -8 | -2 | 2 |
| 5 | Cc1ccccc1C(OCC(O)CN1CCCCC1CCO)c1ccccc1 (stereo not drawn) | 4 | -0.5 | 3 | -6 | -0.5 | 4 | -3 | -19 | -6 | -19 |
| 6 | CC1(C)CC(=O)c2cc(NC(=O)c3ccc(F)cc3)c(=O)oc2C1 | 1 | -4.1 | 20 | 0 | 1.0 | 2 | 3 | -5 | 1 | -10 |
| 7 | CNC(=O)Cn1ncc2c(C)n(Cc3ccc(C)cc3)c(C)c2c1=O | 1 | -1.9 | 11 | -1 | -3.1 | 0 | -11 | 2 | -3 | 25 |
| 8 | O=C(Nc1ccc(Br)cc1)c1cccc(N2C(=O)C3CCCCC3C2=O)c1 (stereo not drawn) | 7 | -2.6 | 15 | 1 | -1.6 | 1 | -10 | -2 | -4 | -3 |
| 9 | COc1ccc(N=C2S/C(=C\c3ccc(OC(C)C(=O)O)c(OC)c3)C(=O)N2CCc2c[nH]c3ccccc23)cc1 (stereo not drawn) | -2 | -2.2 | 13 | 2 | 1.0 | 0 | 14 | -13 | -5 | 0 |
| 10 | COc1ccccc1N=CC=C1OC(C)(C)C(C)(C)O1 | 2 | -3.3 | 17 | -2 | -1.3 | 3 | -3 | -3 | 5 | -7 |
| 11 | O=C(CC1Oc2ccccc2NC1=O)NCCCN1CCN(Cc2ccccc2)CC1 (stereo not drawn) | -3 | -1.7 | 9 | -5 | -0.8 | 7 | -7 | 5 | . | -20 |
| 12 | C=CCNC(=O)c1ccc(C2SCC(=O)N2Cc2ccco2)cc1 (stereo not drawn) | 1 | -0.5 | 2 | -6 | 0.7 | -5 | -5 | 2 | -6 | 16 |
| 13 | O=C(COC(=O)CCc1c[nH]c2ccccc12)NCc1ccc2c(c1)OCO2 | 3 | -0.8 | 4 | 0 | 2.0 | -5 | -4 | 5 | -8 | 3 |
| 14 | O=C(NCCCN1CCCC1=O)NC1CCCCC1 | 0 | 0.7 | -4 | -6 | 1.1 | -2 | 1 | 7 | -2 | -16 |
| 15 | CCc1noc(C)c1C(=O)NCCc1ccccc1 | 3 | -1.9 | 12 | -1 | -1.5 | 3 | -1 | 10 | . | -7 |
| 16 | Cc1cccc(-c2nc3c(c(SCC(=O)N4CCOCC4)n2)CCCC3)c1 | -1 | -2.3 | 13 | -1 | -0.5 | -2 | -15 | 0 | -1 | 6 |

4 neighbouring compounds from above, for reference:
| cpd | Structure | V-ATPase pH | MOR-DOR ag | MOR-DOR inv ag | Keap1-Nrf2 PPI | LANA DNA inh | HTR5A ag | RTF Ca sens inh | cardiac RTF act | CAL PDZ FP | HTR5A inv ctr |
| --- | --- | --- | --- | --- | --- | --- | --- | --- | --- | --- | --- |
| 13 | O=C(COC(=O)CCc1c[nH]c2ccccc12)NCc1ccc2c(c1)OCO2 | 3 | -0.8 | 4 | 0 | 2.0 | -5 | -4 | 5 | -8 | 3 |
| 14 | O=C(NCCCN1CCCC1=O)NC1CCCCC1 | 0 | 0.7 | -4 | -6 | 1.1 | -2 | 1 | 7 | -2 | -16 |
| 15 | CCc1noc(C)c1C(=O)NCCc1ccccc1 | 3 | -1.9 | 12 | -1 | -1.5 | 3 | -1 | 10 | . | -7 |
| 16 | Cc1cccc(-c2nc3c(c(SCC(=O)N4CCOCC4)n2)CCCC3)c1 | -1 | -2.3 | 13 | -1 | -0.5 | -2 | -15 | 0 | -1 | 6 |

Next section.
| cpd | Structure | V-ATPase pH | MOR-DOR ag | MOR-DOR inv ag | Keap1-Nrf2 PPI | LANA DNA inh | HTR5A ag | RTF Ca sens inh | cardiac RTF act | CAL PDZ FP | HTR5A inv ctr |
| --- | --- | --- | --- | --- | --- | --- | --- | --- | --- | --- | --- |
| 17 | CCN(CC(=O)Nc1c(F)cccc1F)C(=O)c1ccc(-c2ccc(C(C)=O)cc2)o1 | 1 | -4.7 | 19 | 2 | 0.5 | -2 | 2 | -1 | -2 | 4 |
| 18 | O=C(NCCCN1CCOCC1)c1cc(-c2ccc(Cl)c(Cl)c2)on1 | -3 | -0.3 | 2 | -4 | -3.1 | 1 | -10 | 2 | -1 | -16 |
| 19 | OC1(CNCc2cn[nH]c2-c2cc3ccccc3o2)CCCCC1 | 2 | 0.8 | -4 | -1 | -0.7 | 1 | -7 | -3 | 3 | -2 |
| 20 | CCOC(=O)N1CCC(n2c(=S)[nH]c3cc(OCC)c(OCC)cc3c2=O)CC1 | 0 | -3.0 | 16 | -5 | 1.3 | -1 | -13 | 15 | -1 | 6 |
| 21 | CC(=O)Nc1ccc(-n2cc(-c3ccccc3)[nH]c2=S)cc1 | 0 | 0.6 | -4 | -2 | -0.1 | -2 | 6 | -2 | -3 | -4 |
| 22 | Cc1ccc2c(c1)C(=O)c1c(C(=O)O)cccc1-2 | -3 | -2.0 | 12 | 4 | 2.4 | 1 | -4 | 0 | 1 | -4 |
| 23 | CC(C)NC(=O)c1ccccc1NC(=O)CCc1ccccc1 | 1 | -2.5 | 13 | 3 | 0.3 | 0 | 6 | 2 | -4 | 20 |
| 24 | COc1ccc(-c2nc3ccc(N4CCCC4)cc3c(=O)[nH]2)cc1OC | 1 | 1.4 | -9 | -1 | 1.9 | 6 | 1 | 4 | 0 | -6 |
| 25 | COc1ccc(C)cc1S(=O)(=O)N1CCN(C)CC1c1ccccc1 (stereo not drawn) | 3 | -2.9 | 11 | -2 | -0.9 | -2 | 0 | -2 | . | 6 |
| 26 | CCCc1cc(=O)oc2cc(OCC(=O)NCCc3ccc(S(N)(=O)=O)cc3)ccc12 | 0 | -1.7 | 8 | -2 | 0.2 | -6 | 1 | -2 | . | -15 |
| 27 | COc1ccc2c(c1)CC/C(=C\c1ccc(C)o1)C2=O | 2 | 2.2 | -11 | -7 | 1.2 | -1 | -15 | 7 | -3 | 0 |
| 28 | COc1ccc(-c2onc3ccc(C(C)=O)cc23)cc1 | 4 | -1.5 | 9 | -3 | 29 | -3 | -42 | 42* | 1 | 13 |
| 29 | CC1CCC(NC(=O)C2CCN(c3c4c(nc5ncnn35)CCC4)CC2)CC1 (stereo not drawn) | -2 | 1.6 | -13 | 1 | 0.4 | 9 | -1 | -9 | 6 | -26 |
| 30 | Cc1nc(Cl)sc1C(=O)O | 0 | -0.6 | 3 | -3 | -1.1 | 0 | -5 | -2 | -8 | -1 |
| 31 | CCCn1c(CNC(=O)c2cccs2)nc2ccccc21 | -2 | 0.8 | -5 | -3 | -0.1 | 6 | -10 | 9 | . | -19 |
| 32 | CC1CCCN(C(=O)/C(=C/c2ccco2)NC(=O)c2ccccc2)C1 (stereo not drawn) | -4 | -0.9 | 5 | -7 | -0.6 | 6 | -11 | -3 | -4 | 11 |
| 33 | CN(CC(=O)Nc1ccc(Cl)c(C(F)(F)F)c1)C(=O)c1ccc(OCC2CCCO2)cc1 (stereo not drawn) | 0 | 2.9 | -15 | . | . | 0 | 0 | 1 | 0 | 1 |
| 34 | O=C(O)c1cccc(CSc2nnc(-c3ccc(Cl)cc3)o2)c1 | -3 | -1.5 | 8 | -2 | -1.8 | 0 | -10 | 3 | -1 | 0 |
| 35 | O=C(COc1ccc2c3c(c(=O)oc2c1)CCC3)NC1CCN(Cc2ccccc2)CC1 | -5 | -1.7 | 9 | -3 | -1.6 | -1 | -1 | 10 | -4 | 10 |
| 36 | O=C(NC(=S)N(CCc1ccccc1)CCc1ccccc1)c1ccco1 | -1 | -2.5 | 14 | 4 | -1.8 | -8 | -8 | 3 | 1 | -20 |
| 37 | O=C(COC(=O)c1ccccc1O)NCc1ccc2c(c1)OCO2 | -2 | -3.7 | 15 | -4 | -0.8 | -1 | -10 | 1 | 3 | 4 |
| 38 | COc1cccc(CNC(=O)CC(NC(=O)c2ccccc2)c2ccccc2)c1 (stereo not drawn) | -2 | -1.1 | 6 | 0 | -0.7 | 4 | -8 | 3 | 0 | -9 |
| 39 | COCCn1c(SCc2ccc(C(=O)OC)o2)nc2cc(Cl)ccc2c1=O | 8 | -0.8 | 5 | -3 | -1.7 | -6 | -3 | 4 | -3 | -4 |
| 40 | COc1cc(/C=C/c2ccccc2)cc(OC)c1 | 1 | -1.4 | 7 | -3 | 1.3 | -2 | -2 | 1 | -2 | 9 |
| 41 | CN1CCN(CCCNC(=O)c2ccc3c(Cl)c4c(nc3c2)CCCC4)CC1 | 2 | -2.6 | 14 | -2 | -3.0 | -2 | -1 | -7 | -4 | 24 |
| 42 | CC(=O)c1ccc(S(=O)(=O)N2CCC(NC(=O)c3ccccc3)CC2)cc1 | -4 | -1.5 | 8 | -5 | -0.2 | 11 | -9 | 3 | -4 | -30 |
| 43 | Cc1cc(C(=O)Nn2c(C)nc3ccccc3c2=O)ccc1[N+](=O)[O-] | -1 | -1.9 | 9 | 4 | -0.4 | -1 | -1 | 4 | 1 | -15 |
| 44 | CC(=O)N/C(=C\c1ccccc1)C(=O)OCC(=O)c1ccccc1 | 3 | -0.6 | 4 | -1 | 1.1 | -1 | -6 | -2 | -1 | 4 |
| 45 | CC(=O)Nc1ccc(NC(=O)c2ccccc2-n2cnnn2)cc1 | -4 | -1.9 | 12 | -3 | 2.5 | -1 | 6 | -7 | -1 | 11 |
| 46 | COc1cc2c(cc1OC)C(CCc1ccccc1)=NCC2 | 5 | 0.2 | -1 | -1 | 1.0 | 2 | -8 | 3 | -4 | -19 |
| 47 | CCOC(=O)c1c(C)[nH]c(C(=O)COC(=O)c2c(CC)noc2C)c1C | -3 | 1.8 | -11 | -4 | 1.4 | 5 | -8 | 1 | 1 | -14 |
| 48 | CC(=O)N1CCC(C(=O)NC2CCCc3c2cnn3-c2cc(F)cc(F)c2)CC1 (stereo not drawn) | -6 | -1.2 | 6 | -6 | -1.0 | 3 | 2 | -3 | 20 | 3 |
